From PubChem BioAssay
SR-BI HDL uptake: inhibitors of SR-BI mediated HDL lipid uptake, primary screen, ldlA[mSR-BI] cells, fluorescence, single point | ldlA[mSR-BI] CHO cells, DiI-HDL uptake fluorescence, 3 h | AID 488896, 2010 | inhibition, % at 12.5 µM | 320,000 compounds, 0.96% hits | Scavenger receptor class B member 1 (Mus musculus), Q61009;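 active means mean replicate inhibition of at least 70% and a set share of replicates each scoring 70 or more; inconclusive means meets just one of the two criteria; inactive means fails both criteria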;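 further: 0% = median of neutral control wells and 100% = median of positive control wells; values of inactives mirror those of a sister screen read the other way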
MITF TRPM1 HTS: activators of MITF-driven TRPM1 promoter reporter, primary screen, cell-based, SK-MEL-5, luciferase, single point | SK-MEL-5 TRPM1-promoter luciferase, 24 h; % of positive control, neutral wells = 0 | activation, % at 12.5 µM | 300,000 compounds, 0.75% hits | AID 588334, 2011;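 active means mean activation of at least 80% with every replicate also reaching 80%; inconclusive means mean reaches 80% but some replicate falls short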;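 further: 0% = neutral control wells and 100% = parthenolide positive control wells; values of inactives mirror those of a sister screen read the other way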
SR-BI DiI-HDL act: activators of SR-BI mediated DiI-HDL uptake, primary screen, ldlA[mSR-BI] CHO cells, DiI fluorescence | 3 h; 100 = double the neutral-control signal | 320,000 compounds, 0.096% hits | activation, % at 12.5 µM;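 active means mean replicate activation of at least 60% and every replicate at or above 60%; inconclusive means mean or all-replicate condition met, but not both; inactive means mean below 60% and not all replicates reaching 60%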;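 further: 0% = median plate neutral-control signal and 100% = twice that signal; values of inactives mirror those of a sister screen read the other way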
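Test system: SR-BI-overexpressing, LDLR-lacking CHO cells; Also added: labelled HDL, 10 µg/mL; Measured by: bottom-read cell fluorescence after medium removal, ex 550/em 595 nm; Timing: 3 h uptake period with compound, 37 °C; Buffer or medium: F12, 0.5% BSA, 25 mM HEPES; Doses: single compound concentration, delivered by pin transfer.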
Rtt109 HAT inh: inhibitors of C. albicans Rtt109/Vps75 HAT, primary screen, biochemical, ThioGlo CoA-SH fluorescence, plate reader; AID 540336, 2011; inhibition, % at 34.9 µM; 330,000 compounds, 0.16% hits; purified Rtt109/Vps75, 4 h; Histone acetyltransferase RTT109 (Candida albicans (strain SC5314 / ATCC MYA-2876)), …;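 active means inhibition of at least 50% in every replicate; inconclusive means best replicate reaches 50% inhibition but some replicates fall short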
Target sequence (Q5AAJ8 whole entry, looked up): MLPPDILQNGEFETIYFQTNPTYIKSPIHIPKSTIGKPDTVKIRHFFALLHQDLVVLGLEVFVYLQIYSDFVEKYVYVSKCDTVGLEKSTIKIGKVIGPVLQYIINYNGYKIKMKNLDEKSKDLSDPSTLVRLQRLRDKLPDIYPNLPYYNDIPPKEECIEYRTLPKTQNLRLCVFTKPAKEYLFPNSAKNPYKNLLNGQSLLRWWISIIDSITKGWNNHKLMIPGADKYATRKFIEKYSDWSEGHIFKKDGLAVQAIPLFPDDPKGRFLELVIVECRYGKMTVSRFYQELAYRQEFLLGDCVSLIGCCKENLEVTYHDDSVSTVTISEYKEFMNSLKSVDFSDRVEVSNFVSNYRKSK
dFosB activator: activators of delta FosB homodimer, primary screen, biochemical, fluorescence polarization, TAMRA-CDK5 oligo, single point. Protein FosB (Mus musculus), P13346. purified delta FosB; percent of positive-control signal above neutral wells. activation, % at 25 µM. 340,000 compounds, 0.99% hits;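 active means mean activation above about 17%, with every replicate also reaching it, limit read from the data, passing the limit was not always enough; inconclusive means only one of the two conditions met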;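 further: fluorescence polarization rise as delta FosB binds a TAMRA Cdk5 AP-1 oligo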
Target sequence (P13346 whole entry, looked up): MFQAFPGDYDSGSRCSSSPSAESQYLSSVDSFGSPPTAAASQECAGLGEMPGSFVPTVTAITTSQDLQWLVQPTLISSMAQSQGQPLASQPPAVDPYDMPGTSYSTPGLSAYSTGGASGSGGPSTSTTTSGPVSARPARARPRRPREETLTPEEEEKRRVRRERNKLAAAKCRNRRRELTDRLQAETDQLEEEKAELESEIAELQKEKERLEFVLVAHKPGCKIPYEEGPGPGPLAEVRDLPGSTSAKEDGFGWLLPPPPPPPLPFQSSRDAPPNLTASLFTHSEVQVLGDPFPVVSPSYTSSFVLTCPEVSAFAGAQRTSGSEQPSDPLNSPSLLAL
NSD2 HMT inh: NSD2 histone methyltransferase inhibitors, primary screen, biochemical, AlphaScreen, single concentration, set 2 | Histone-lysine N-methyltransferase NSD2 (Homo sapiens), O96028 | NSD2 peptide methylation, 120 min | inhibition, % at 12.5 µM | 310,000 compounds, 0.54% hits | AID 743445, 2014; in the data active means inhibition above about 50%
CAL PDZ FP-1: untagged CAL PDZ binding inhibitors, primary screen, biochemical, fluorescence polarization, HTS; Golgi-associated PDZ and coiled-coil motif-containing protein (Homo sapiens), Q9HD26; purified CAL PDZ, TMR-peptide fluorescence polarization, 1 h; inhibition, % at 24.9 µM; 300,000 compounds, 0.92% hits; AID 602252, 2012;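 active means mean inhibition of at least 30% with at least half of replicates also reaching 30%; inconclusive means no clear call, values can overlap the other calls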;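 further: 0% = DMSO neutral control and 100% = excess unlabeled competitor peptide PRC23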
PfHsp90 set2: growth inhibition of PfHsp90-expressing yeast, primary screen, antimalarial PfHsp90 inhibitor project, S. cerevisiae, BacTiter-Glo luminescence, single point, set 2; BacTiter-Glo ATP, 48 h; yeast lacking PDR1 and PDR3 efflux regulators; inhibition, % at 9.4 µM; 310,000 compounds, 0.32% hits; AID 504621, 2011;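 active means every replicate shows inhibition above about 80%, whatever the replicate mean, limit read from the data; inconclusive means mean inhibition reaches the set limit but some replicate falls short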;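 further: 0% = DMSO neutral controls and 100% = 20 µM radicicol positive controls; yeast relying on Plasmodium falciparum Hsp90 in place of its own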
PvdQ acylase: P. aeruginosa PvdQ acylase inhibitors, primary screen, biochemical, fluorescence, plate reader and imaging, single point | PvdQ acylase [Pseudomonas aeruginosa LESB58] | purified PvdQ acylase | inhibition, % at 10 µM | 340,000 compounds, 0.063% hits; in the data active means inhibition above about 30%, passing the limit was not always enough; inconclusive means no clear call, values can overlap the other calls;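 further: 0% = vehicle neutral wells and 100% = reference inhibitor wells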
CAL PDZ FP-2: CAL PDZ peptide-binding inhibitors, primary screen, biochemical, fluorescence polarization, Cer-tagged CAL PDZ, HTS; Golgi-associated PDZ and coiled-coil motif-containing protein (Homo sapiens), Q9HD26; purified CAL PDZ, TMR-peptide fluorescence polarization, 1 h; inhibition, % at 20 µM; 330,000 compounds, 0.02% hits; AID 504414, 2011;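 active means highest replicate inhibition of at least 40%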;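 further: plate controls were DMSO neutral control wells for no effect and unlabeled competitor peptide control wells for full effect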
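Read-out basis: mP drop reported as inhibition | Assay system: Tagged CAL PDZ protein CerCALP, purified | Benchmarks: Unlabelled peptide for full inhibition, DMSO wells as neutral | Schedule: 1 h incubation at room temperature before polarization reading | Buffer or medium: Sodium phosphate/NaCl buffer pH 7.4 with TCEP, IgG, Thesit | Doses: Single point, 20 µM | Measured by: Fluorescence polarization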
Numbers without * were called inactive; u = inconclusive; x = not tested or not shown.

SMILES | SR-BI HDL uptake | MITF TRPM1 HTS | SR-BI DiI-HDL act | Rtt109 HAT inh | dFosB activator | NSD2 HMT inh | CAL PDZ FP-1 | PfHsp90 set2 | PvdQ acylase | CAL PDZ FP-2
CC(C)(C)NC(=O)C1CN(S(=O)(=O)c2ccccc2)CCN1S(=O)(=O)c1ccccc1 (stereo unspecified) | -14.9 | 9.3 | 14.9 | 6.2 | -1.6 | 2.6 | -0.2 | 6.3 | -10.2 | -0.7
COc1ccc(CCNC(=O)CSc2nc3sc(C(=O)O)c(C)c3c(=O)[nH]2)cc1OC | -20.9 | -9.0 | 20.9 | -7.6 | -2.0 | 0.1 | 0.2 | -5.8 | -6.5 | -2.7
CC(C)NC(=O)c1cccc2c1-c1ccccc1C2=O | -16.0 | 5.1 | 16.0 | -11.8 | -0.5 | -0.4 | 4.6 | -18.3 | -7.3 | -0.7
COC(=O)c1cc2occc2n1Cc1nc(-c2ccc(Cl)cc2)oc1C | 22.4 | x | -22.4 | 3.2 | 12.8 | x | x | -20.4 | -4.4 | 0.3
CC(C)c1ccc(NC2CCCN(C(=O)c3cccs3)C2)cc1 (stereo unspecified) | 6.5 | 0.1 | -6.5 | -12.6 | -10.0 | 13.2 | -2.8 | -151.0 | -5.7 | -2.1
O=C(c1cnccn1)N1CCN(S(=O)(=O)c2ccc3ccccc3c2)CC1 | 4.3 | 5.3 | -4.3 | 4.6 | -4.5 | 2.9 | 1.6 | -5.4 | 5.5 | 0.3
COc1ccc2c(c1)nc(SCC(=O)c1ccc(Br)s1)n2C | 19.5 | -3.5 | -19.5 | x | -3.8 | 0.0 | -2.6 | -7.9 | -5.5 | -2.1
CCCCCCCCNC(=O)c1cnccn1 | -15.0 | 0.3 | 15.0 | -6.5 | 1.7 | -1.3 | -2.5 | 23.0 | -11.4 | -1.9
Cc1cc(C(=O)Cn2nc(C(=O)O)c3ccccc3c2=O)c(C)n1-c1ccc(OC(F)F)cc1 | 5.0 | 7.0 | -5.0 | 4.4 | -3.4 | -0.6 | -5.3 | -0.8 | -14.0 | -3.1
CN1CCN(CCCN(Cc2cccs2)C(=S)Nc2ccc(Cl)cc2)CC1 | -4.3 | 12.1 | 4.3 | 14.3 | -8.8 | 3.4 | 6.7 | x | -5.8 | -2.2
COc1ccc(C(=O)N2CCC(C(=O)O)CC2)c2ccccc12 | x | -7.1 | x | 0.7 | 4.2 | 1.1 | x | 16.0 | -10.2 | 0.0
CS(=O)(=O)N1Cc2ccccc2CC1C(=O)OCC(=O)NCCc1ccc(S(N)(=O)=O)cc1 (stereo unspecified) | -10.4 | 0.7 | 10.4 | 3.0 | -2.2 | 0.9 | -3.0 | 1.3 | -12.8 | -2.4
CCn1c(COc2cccc3ccccc23)nnc1SCC(=O)OC1CCCCC1 | 2.6 | 0.5 | -2.6 | 4.3 | -5.7 | x | 1.5 | -7.2 | -3.3 | -1.3
CCOc1ccc(N(CC(=O)NCCSCc2ccccc2)S(C)(=O)=O)cc1 | -10.7 | x | 10.7 | 3.7 | -0.5 | -1.7 | -5.9 | 10.8 | -0.4 | -1.1
CCNC(=O)C12CCC(C)(C(=O)O1)C2(C)C (stereo unspecified) | -24.2 | -31.0 | 49.8 | -15.6 | -1.1 | -2.6 | -3.6 | x | -13.4 | -2.1
O=C(Nc1nc(-c2ccc(Cl)cc2)cs1)NC1CCCCC1 | x | -7.2 | x | -4.4 | -0.8 | -0.1 | -2.6 | -14.4 | -3.3 | -1.2
O=C(NCCC1=CCCCC1)c1ccc(-n2cncn2)cc1 | -35.3 | 83.6* | 35.3 | -7.0 | -1.5 | 30.8 | -4.1 | 5.9 | -6.2 | -0.3
COc1ccc(N(C(=O)CNS(=O)(=O)c2ccccc2)C(C(=O)NCc2ccco2)C(C)C)cc1 (stereo unspecified) | -8.0 | 3.5 | 8.0 | 8.3 | -4.5 | -4.3 | 2.6 | x | -10.2 | -0.4
COc1ccccc1CNC(=O)C1CCN(S(=O)(=O)c2ccc3c(c2)C(C)(C)C(=O)N3C)CC1 | -3.6 | -3.4 | 3.6 | -30.8 | -6.3 | x | x | 4.2 | -15.7 | -1.1
CCCOc1ccc(-c2csc3ncn(Cc4ccc(C(=O)O)cc4)c(=O)c23)cc1 | 20.5 | 4.7 | -20.5 | -1.2 | 23.9* | 0.5 | x | -1.9 | -11.6 | -2.0
COc1ccc(C(=S)N(C)C)cc1OC | -9.6 | 5.5 | 9.6 | 4.3 | 0.5 | 1.6 | -6.6 | 15.5 | 3.0 | x
O=C(CSc1ccc(Cl)cc1)NNC(=O)c1cccnc1 | -4.0 | -2.1 | 4.0 | -2.9 | -6.2 | 8.2 | -4.5 | x | -5.7 | -1.2
O=C(Nc1ccc(NC(=O)c2cccs2)cc1)c1ccc2c(c1)OCCO2 | x | -8.0 | x | -5.4 | 16.7* | -2.6 | x | -14.7 | -7.8 | -1.8
COc1ccccc1-c1sc2ccccc2c1C#Cc1ccc(N(C)C)cc1 | 65.0 | -12.1 | -65.0 | -6.5 | 3.4 | x | -2.6 | x | -10.5 | 0.1
CCCOc1ccc(C(=O)C(CN2CCOCC2)c2ccccc2)cc1 (stereo unspecified) | -22.2 | -34.8 | 22.2 | 5.6 | -10.1 | 13.7 | -0.6 | 12.9 | -0.5 | -2.6
O=C(CSc1nnc(Cn2nnc(-c3ccccc3)n2)n1-c1ccccc1)Nc1ccccc1 | 2.2 | -4.9 | -2.2 | -4.0 | 4.8 | -1.5 | 1.8 | -10.7 | -5.3 | 0.1
COc1cccc(NC(=S)N(CCc2nc3cc(C)c(C)cc3[nH]2)Cc2cccnc2)c1 | 1.3 | 1.2 | -1.3 | 5.9 | 2.4 | -3.7 | -0.3 | -19.3 | -4.4 | -2.5
COc1cccc(C(=O)NC2CCCC2)c1 | -4.2 | 5.6 | 4.2 | -2.1 | -1.4 | -0.8 | -0.1 | -11.1 | -3.0 | 0.0
Cc1ccc(SCCNS(=O)(=O)c2ccc(F)cc2)cc1 | 0.1 | x | -0.1 | -11.1 | 4.8 | -0.7 | -2.5 | x | -8.6 | x
c1cc(C(c2nnnn2C2CCCCC2)N2CCN3CCCC3C2)ccn1 (stereo unspecified) | -21.8 | 18.6 | 21.8 | 2.1 | -5.0 | 0.9 | 4.7 | 7.4 | -7.5 | -1.7
O=C(NNC(=O)c1cccnc1Cl)c1ccc(F)cc1 | -6.6 | 4.8 | 6.6 | -2.7 | -2.8 | 0.6 | -2.0 | -0.5 | -21.1 | -1.1
CCC(=O)Nc1sc(C(=O)Nc2ccccc2F)c(C)c1C(=O)OC | 59.9 | u | -59.9 | 1.6 | -13.5 | -4.4 | 0.8 | -4.9 | -1.5 | -2.4
Cc1cc(NCc2ccccn2)n2ncc(-c3ccc(Cl)cc3)c2n1 | 31.5 | x | -31.5 | -3.4 | -7.1 | -4.3 | x | -6.2 | -8.1 | -0.1
Cc1nc2scc(C)n2c(=O)c1S(=O)(=O)N1CCN(c2ccccn2)CC1 | -4.5 | -1.4 | 4.5 | 2.5 | 1.6 | 3.0 | 4.8 | 7.9 | 8.4 | -0.7
Cc1ccc(/C=N/NS(=O)(=O)c2ccccc2)o1 | -19.5 | 9.6 | 19.5 | -1.8 | -5.8 | 4.1 | -1.2 | -21.3 | -13.1 | 0.2
Nc1ccccc1C#Cc1cnccn1 | 5.8 | -3.2 | -5.8 | 2.4 | 2.5 | x | 1.7 | 23.1 | 2.9 | 1.6
Nc1nc(SCC(=O)Nc2ccc([N+](=O)[O-])cc2Br)n[nH]1 | -18.9 | -1.2 | 18.9 | -1.1 | -2.9 | 0.0 | -4.1 | -5.3 | -12.6 | 0.4
CCOc1ccc(NC(=O)CN(C)C(=O)CC2CCCC2)cc1OCC | -14.4 | -1.6 | 14.4 | 4.8 | -3.8 | -1.6 | x | 8.3 | 6.0 | -0.5
CC(C)(C)C(=O)NC(=S)Nc1ccccc1F | x | 38.1 | x | -4.9 | -5.3 | -0.2 | -0.7 | -3.6 | -10.9 | -3.4
CN(C)c1ccc(NC(=O)Nc2ccc3c(c2)nnn3C)cc1 | 16.9 | x | -16.9 | -4.3 | 5.2 | -2.0 | 42.6* | -1.1 | -13.7 | -0.6
Cc1cc(C)c(NC(=O)CNC(=O)c2cc([N+](=O)[O-])ccc2N2CCOCC2)c(C)c1 | -12.6 | -1.1 | 12.6 | 8.1 | -11.5 | 4.3 | x | 10.6 | -13.8 | 0.2
Cc1ccc(N/N=C/c2cccnc2)cc1 | -13.8 | 31.6 | 13.8 | -6.7 | -4.5 | 5.6 | x | -0.6 | 2.1 | -1.0
COc1ccccc1N(C)S(=O)(=O)c1ccc(Cl)c(C(=O)Nc2cccc(C)n2)c1 | 33.4 | 5.3 | -33.4 | 13.9 | 1.0 | 5.4 | x | -5.3 | -0.4 | 1.0
CC1=Nc2nc(N3CCCCC3)c(C#N)c3c4c(nc(c23)N1)N(c1ccc(C(C)C)cc1)C(=O)C4 | 40.5 | -4.2 | -40.5 | 0.4 | -21.0 | 0.4 | -7.9 | -2.4 | -7.7 | 0.9
